Screening results from PubChem BioAssay.
UGM FP inh: inhibitors of M. tuberculosis UDP-galactopyranose mutase | purified UGM, fluorescence polarization probe displacement | hit rate 0.06% among 320,000 | inhibition, % at 10 µM | AID 504406; in the data active = inhibition above about 10%, passing the limit was not always enough
Target sequence (P9WIQ1 whole entry, looked up): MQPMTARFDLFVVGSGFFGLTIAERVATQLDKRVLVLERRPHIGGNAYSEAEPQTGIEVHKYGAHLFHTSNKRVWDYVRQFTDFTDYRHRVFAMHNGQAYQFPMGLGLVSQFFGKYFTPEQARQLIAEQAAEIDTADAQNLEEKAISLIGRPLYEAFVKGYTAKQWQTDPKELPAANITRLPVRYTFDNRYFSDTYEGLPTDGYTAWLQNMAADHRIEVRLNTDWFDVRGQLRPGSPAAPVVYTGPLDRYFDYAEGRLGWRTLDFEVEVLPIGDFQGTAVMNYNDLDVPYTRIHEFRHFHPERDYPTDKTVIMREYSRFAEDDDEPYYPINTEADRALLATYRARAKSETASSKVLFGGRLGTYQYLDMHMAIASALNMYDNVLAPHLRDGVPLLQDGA
BioA inh: blocks M. tuberculosis BioA enzyme activity; purified M. tuberculosis BioA enzyme, plate reader; inhibition, % at 9.99 µM; hit rate 0.096% among 360,000; AID 602481; in the data active = inhibition above about 40%
VHR inh abs: inhibitors of human VHR1 phosphatase (DUSP3) | recombinant VHR phosphatase, pNPP absorbance | hit rate 0.52% among 290,000 | AID 1654 | inhibition, % at 13.3 µM | P51452; in the data active = inhibition above about 50%; also: some compounds called inactive have numbers as strong as hits
Target sequence (P51452 whole entry, looked up): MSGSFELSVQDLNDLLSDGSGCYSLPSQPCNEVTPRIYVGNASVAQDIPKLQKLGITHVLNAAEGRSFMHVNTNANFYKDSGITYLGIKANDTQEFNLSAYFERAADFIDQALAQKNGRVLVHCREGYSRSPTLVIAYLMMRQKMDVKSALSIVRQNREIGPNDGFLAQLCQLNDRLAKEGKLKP
Mtb FBA inh: Mtb fructose-bisphosphate aldolase inhibition | P9WQA3 | purified M. tuberculosis FBA, fluorescence read-out | inhibition, % at 1 µM | hit rate 2.3% among 360,000 | AID 588726; in the data active = inhibition above about 27%;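 also: 0% = vehicle and 100% = reference inhibitor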
Vc quorum ag: induces V. cholerae light production without autoinducers. hit rate 0.16% among 350,000. V. cholerae BH1578 lux reporter, luminescence, 6 h. activation, % at 18.7 µM. AID 588436; in the data active = activation mostly above about 9.7%, no sharp cut-off; also: not every result past the cut was called active; inactives centre near 0; reference of the scale not given here
PriA SSB inh: inhibitors of Klebsiella pneumoniae PriA binding to SSB C-terminal tail; AlphaScreen SSBct-PriA binding, biotinylated peptide; inhibition, % at 33 µM; hit rate 0.6% among 430,000; in the data active = inhibition mostly above about 37%, no sharp cut-off; inactive = mostly below about 20%;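 also: plate controls were negative control peptide for no effect and reference peptide for full effect; strong numbers were not always called active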
GDH-TPI inh: counter-screen for M. tuberculosis FBA inhibitors: GDH-TPI coupled enzymes. GDH-TPI coupled enzyme counterscreen, NADH absorbance. AID 588335. inhibition, % at 4.8 µM. hit rate 1.2% among 360,000; in the data active = inhibition above about 30%;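 also: 0% = DMSO wells and 100% = wells lacking the enzyme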
SARS 3CLpro inh: SARS-CoV 3CLpro protease inhibition | recombinant SARS-CoV 3CLpro, quenched FRET peptide cleavage | inhibition, % at 6 µM | hit rate 0.14% among 290,000 | AID 1706; in the data active = inhibition above about 12%
Rv3671c inh: inhibits the M. tuberculosis serine protease Rv3671c. P9WHR9. inhibition, % at 5.96 µM. hit rate 0.048% among 320,000. AID 2606; in the data active = inhibition above about 38%;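 also: extracellular domain of Rv3671c used as enzyme; 0% = enzyme with DMSO and 100% = no enzyme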
MazF activator: MazEF (E. coli) toxin RNase activation | AID 504720 | activation, % at 20 µM | hit rate 0.32% among 350,000 | P0AE70 | FAM/BHQ RNA-DNA oligo cleavage fluorescence, 5 h; in the data active = activation above about 50%
Target sequence (P0AE70 whole entry, looked up): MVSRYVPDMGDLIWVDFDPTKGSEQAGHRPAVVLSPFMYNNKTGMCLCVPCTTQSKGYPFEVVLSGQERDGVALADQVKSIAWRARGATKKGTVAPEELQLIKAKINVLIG
* marks the source's active call; other numbers are inactive results; i = inactive; nt = no result given; & = joins results of further samples. Only part of the results is shown; count on the stated rates, not on these rows.

SMILES	UGM FP inh	BioA inh	VHR inh abs	Mtb FBA inh	Vc quorum ag	PriA SSB inh	GDH-TPI inh	SARS 3CLpro inh	Rv3671c inh	MazF activator
CC(NC(=O)COC(=O)COc1ccc(C(=O)c2ccccc2)cc1)c1ccccc1 (centres undefined)	-0.3	-1.2	nt	4	2.1	-11	6	nt	-9	-16
O=C(c1ccccc1NS(=O)(=O)c1ccc(F)cc1)N1CCc2ccccc21	3.4	0.9	-2	1	-0.2	-21	6	-1	-9	-2
O=C(Nc1ccc(OC(F)F)cc1)c1ccccn1	-2.5	nt	12	1	i	-6	4	4	8	9
Cc1cc(C(=O)CN2C(=O)NC(CCS(C)(=O)=O)C2=O)c(C)n1C1CC1 (centres undefined)	-0.8	-0.9	nt	0	-0.5	4	4	nt	-2	-22
COc1ccc(C(=O)C2CCN(CC(=O)Nc3ccc(C)cc3)CC2)cc1	3.8	nt	34	-3	-0.3	2	5	-2	-10	-39
COc1ccc(NC(=S)Nc2ccc3c(c2)c(=O)n(C)n3-c2ccccc2)cc1	nt	1.3	nt	25	i	nt	8	nt	nt	nt
COc1cccc(C2CC(c3cccs3)=NN2C(=O)CSC2=NCCS2)c1OC (centres undefined)	-1.6	0.8	14	7	0.4	-2&-2	5	3	-11	0
Cc1cc(/C=C(/C#N)c2cccc(Cl)c2)c(C)n1C	0.6	-0.7	-7	0	-0.2	-6	-10	4	2	2
Cc1ccc(NC(=O)Cn2c(=O)c3cccn3c3ccccc32)c(Cl)c1	-0.9	nt	46	1	-4.2	-1	6	-2	-54	3
O=C(NCC1CCCO1)c1cc([N+](=O)[O-])ccc1N1CCC(Cc2ccccc2)CC1 (centres undefined)	-1.2	4.1	nt	-6	i	5	13	nt	-6	3
CCc1ccc(OCC(=O)OCC(=O)c2ccc3c(c2)NC(=O)CO3)cc1	-1.0	-1.4	16	3	-0.4	0	14	2	-7	-5
O=NC1=C(c2c(O)[nH]c3ccccc23)CCCC1	-0.6	nt	3	-1	-1.7	8	3	2	12	-1
Cc1ccc(CN(C(=O)Cc2cccs2)C(C(=O)NC2CCCC2)c2ccncc2)cc1 (centres undefined)	2.7	6.7	8	-1	-0.3	-13	2	1	2	-1
C[C@H]1CN([C@@H](C)CO)S(=O)(=O)c2ccc(Br)cc2O[C@@H]1CN(C)Cc1cccc(F)c1	nt	1.3&-1.7	nt	-2	-1.1	nt	6	nt	nt	-10
C[n+]1c(-c2ccccc2)cc(CCCCc2cc(-c3ccccc3)[n+](C)c(-c3ccccc3)c2)cc1-c1ccccc1	-0.7	8.3	9	14	0.0	13	-2	1	-10	8
Cc1cccnc1NC(=S)NC(=O)/C=C/c1ccco1	-3.2	-2.3	-18	0	0.3	6	16	-4	-2	8
C=CC(=O)N1C/C(=C/c2ccc(Cl)cc2)C(=O)/C(=C\c2ccc(Cl)cc2)C1	nt	nt	nt	0	i	-6	22	nt	nt	-15
CC(C)c1nc(NCCN2CCOCC2)c(C#N)c2c1COC(C)(C)C2	-2.2	0.3	6	2	i	9	13	2	7	6
CCC(C)(C)n1nnnc1CN1CCN(c2ccc(OC)cc2)CC1	3.6	nt	22	1	-0.2	-8	6	1	7	-3
CC(=O)N1CCN(c2ccccc2NC(=O)c2cccs2)CC1	2.8	5.8	-2	-1	-0.1	-6	5	-1	-3	10
CN(C(=O)c1cccs1)c1ccc(OCC(=O)Nc2ccc(C(=O)O)cc2)cc1	-0.5	-0.7	21	-5	i	-7	4	-3	-6	8
CCN(CC)S(=O)(=O)c1ccc2c(c1)c(=O)c(C(=O)N1CCN(c3ccccn3)CC1)cn2C	-1.5	nt	nt	0	-0.8	-8	10	-2	-20	-1
Cc1ccc(S(=O)(=O)N2CCCCC2C(=O)N2CCN(C)CC2)cc1 (centres undefined)	3.0	0.1	-10	1	0.7	2	-1	-4	5	-3
N#CC(C#N)=Cc1ccc(N2CCOCC2)cc1	-1.5	-2.9	15	-7	0.3	-2	41*	2	5	-8
COc1ccccc1CNC(=O)COC(=O)c1cccc(-n2cnnn2)c1	-0.5	-8.7	nt	8	i	-8	17	nt	-6	7

3 neighbouring compounds out of the list so far:
SMILES	UGM FP inh	BioA inh	VHR inh abs	Mtb FBA inh	Vc quorum ag	PriA SSB inh	GDH-TPI inh	SARS 3CLpro inh	Rv3671c inh	MazF activator
CC(NC(=O)COC(=O)COc1ccc(C(=O)c2ccccc2)cc1)c1ccccc1 (centres undefined)	-0.3	-1.2	nt	4	2.1	-11	6	nt	-9	-16
O=C(c1ccccc1NS(=O)(=O)c1ccc(F)cc1)N1CCc2ccccc21	3.4	0.9	-2	1	-0.2	-21	6	-1	-9	-2
O=C(Nc1ccc(OC(F)F)cc1)c1ccccn1	-2.5	nt	12	1	i	-6	4	4	8	9

Later entries:
SMILES	UGM FP inh	BioA inh	VHR inh abs	Mtb FBA inh	Vc quorum ag	PriA SSB inh	GDH-TPI inh	SARS 3CLpro inh	Rv3671c inh	MazF activator
Cc1cc(C(=O)CCC(=O)N2CCN(c3ccccc3)CC2)c(C)s1	4.2	0.5	nt	-2	3.7	-3	1	nt	1	1
CC(Sc1cccc2cccc(C(=O)O)c12)C(=O)O (centres undefined)	1.2	0.1	5	-1	0.6	-11	11	3	-3	11
CC(C)(O)c1[nH]c2cc(C(F)(F)F)ccc2c1C(C)(C)O	-1.0	0.2	13	2	-0.4	-3	-5	-5	-4	5
O=C(c1cnc2ccccn2c1=O)N1CCc2ccccc21	-0.3	-0.3	0	2	-2.6	-20	19	-2	-5	-13
Cc1cc(C(=O)N/N=C/c2ccc(O)c([N+](=O)[O-])c2)c(C)n1-c1ccc(F)cc1	-0.5	2.4	1	-4	i	nt	52*	3	1	1
COc1cc(C)c(CNC2CCCCC2)cc1C	-1.0	-2.1	-4	4	i	4	-2	4	-4	-1
CCN(c1cccc(C)c1)S(=O)(=O)c1ccc2c(c1)CCN2C(C)=O	-2.4	-2.7	8	-2	i	0	0	-1	-1	-7
CCOC(=O)c1ccc(N2CCCCC2)c(NS(=O)(=O)c2cccc(C(F)(F)F)c2)c1	-1.1	-2.0	24	-4	-0.3	-6	-12	-1	-4	5
O=C(O)CSc1nc2ccccc2n1C1CCCCC1	-1.2	nt	6	0	-0.5	7	-1	3	-2	3
O=C(NC1CCCC1)C(c1ccsc1)N(C(=O)Cc1cccs1)c1ccccc1 (centres undefined)	-3.1	-2.0	25	3	-12	-11	1	-11	0	-2
CCCCNC(=O)C(NS(=O)(=O)c1cccc2nsnc12)c1ccccc1 (centres undefined)	4.3	-1.5	41	1	i	-5	3	3	-5	1
Fc1cccc(CNc2ncnc3ccc(-c4ccc5c(c4)OCO5)cc23)c1	-1.4	1.1	nt	5	-0.9	-7	11	nt	-26	-1
Cc1ccc(S(=O)(=O)Nc2ccc(-n3cnnn3)cc2)c(C)c1	nt	0.0	nt	-4	-0.3	-2	-1	nt	-4	4
CCn1c(Sc2ccc(N)cc2Cl)nc2ccccc21	0.2	2.3	5	-3	-1.8	-3	-11	-1	0	-7
COc1ccc(-c2cc(-c3ccccc3)c(C#N)c(S(C)(=O)=O)n2)cc1	0.5	-0.2	12	5	i	-8	20	8	-3	3
CCOC(=O)c1csc(CCNC(=O)c2oc3c(Cl)cc(C)cc3c2C)n1	0.8	-1.2	8	-3	i	-19	-2	2	3	7
O=C(O)COc1ccccc1/C=C1\SC(=S)N(c2cccnc2)C1=O	-0.9	nt	31	nt	nt	-1	nt	1	-6	1
OCCC1CN(Cc2cccs2)CCN1Cc1ccccc1 (centres undefined)	2.2	nt	21	-1	-0.4	-5	11	-2	16	6
CCC(=O)N(Cc1ccco1)c1nc(-c2ccccc2)cs1	4.0	-2.4	34	1	nt	0	3	1	-10	-2
COc1ccc(C(=O)CSc2nnc(CNc3ccc(F)cc3)o2)cc1	-4.8	nt	12	6	-0.4	-6	2	-2	3	11
COCCn1c(SCC(=O)Nc2cccc(C)c2)nnc1C(C)C	-0.1	1.6	28	2	-0.3	-3	7	4	-2	1
COc1ccc(NC(=O)CN2C(=O)C(=O)N(C3CCCC3)C2=O)c(OC)c1	2.2	0.2	nt	-1	-2.1	8	1	nt	4	4
COc1ccccc1OCC(=O)OCC(=O)NCCN1C(=O)CSC1=O	-3.3	-0.2	4	0	-1.8	-11	23	-3	8	3
CCc1ccc(OCCNC(=O)OCc2ccccc2)cc1	-3.0	nt	-7	-2	-0.2	-13	9	6	-4	-3
Cn1c(=O)cc(OCCCC(=O)Nc2ccccn2)c2ccccc21	1.7	nt	34	-2	i	-3	0	1	-1	4

Record cards, as listed above. Screens in order: UGM FP inh | BioA inh | VHR inh abs | Mtb FBA inh | Vc quorum ag | PriA SSB inh | GDH-TPI inh | SARS 3CLpro inh | Rv3671c inh | MazF activator
Results for COc1ccc(C(=O)CSc2nnc(CNc3ccc(F)cc3)o2)cc1 : -4.8 | nt | 12 | 6 | -0.4 | -6 | 2 | -2 | 3 | 11
Results for CCc1ccc(OCC(=O)OCC(=O)c2ccc3c(c2)NC(=O)CO3)cc1 : -1.0 | -1.4 | 16 | 3 | -0.4 | 0 | 14 | 2 | -7 | -5

Carrying on:
SMILES	UGM FP inh	BioA inh	VHR inh abs	Mtb FBA inh	Vc quorum ag	PriA SSB inh	GDH-TPI inh	SARS 3CLpro inh	Rv3671c inh	MazF activator
COc1ccc(OC)c(C2c3[nH]c4ccccc4c3C[C@H]3C(=O)N(C4CC4)CC(=O)N23)c1 (some centres undefined)	1.3	-1.2	16	6	-10	-3	5	0	-2	-4
OC1Cc2ccccc2C1Nc1cccc(C(F)(F)F)c1 (centres undefined)	nt	0.2	nt	1	i	-3	-1	nt	nt	11
CSCCC(NS(=O)(=O)c1ccc2c(c1)oc(=O)n2C)C(=O)NC1CCCCC1 (centres undefined)	3.3	-0.8	21	2	-0.1	1	-1	2	2	3
CC1(Cc2ccccc2Cl)C(=O)Nc2c(Cl)ccc(Cl)c21 (centres undefined)	nt	-0.2	nt	-4	-3.0	nt	6	nt	nt	nt
Nc1ccccc1Oc1c(F)c(F)c(Oc2ccccc2N)c(F)c1F	-0.5	nt	3	0	i	5	3	0	3	9
CCC(C)C(=O)C(=O)N1CCC(n2nccc2NC(=O)CCOc2ccccc2)CC1 (centres undefined)	nt	-1.0	nt	-5	-0.1	nt	9	nt	nt	7

Arranged by molar mass (ascending): part of the list above
SMILES	UGM FP inh	BioA inh	VHR inh abs	Mtb FBA inh	Vc quorum ag	PriA SSB inh	GDH-TPI inh	SARS 3CLpro inh	Rv3671c inh	MazF activator
O=C(c1cnc2ccccn2c1=O)N1CCc2ccccc21	-0.3	-0.3	0	2	-2.6	-20	19	-2	-5	-13
CC(=O)N1CCN(c2ccccc2NC(=O)c2cccs2)CC1	2.8	5.8	-2	-1	-0.1	-6	5	-1	-3	10
CCOC(=O)c1csc(CCNC(=O)c2oc3c(Cl)cc(C)cc3c2C)n1	0.8	-1.2	8	-3	i	-19	-2	2	3	7
O=C(NCC1CCCO1)c1cc([N+](=O)[O-])ccc1N1CCC(Cc2ccccc2)CC1 (centres undefined)	-1.2	4.1	nt	-6	i	5	13	nt	-6	3
Cc1ccc(CN(C(=O)Cc2cccs2)C(C(=O)NC2CCCC2)c2ccncc2)cc1 (centres undefined)	2.7	6.7	8	-1	-0.3	-13	2	1	2	-1
